Compound activity (PubChem)
PKA-R1A activ: activates the PKA-R1A holoenzyme complex | P00514+P68181 | PKA-R1A dissociation, Cy5-IP20 fluorescence polarization; scaled: DMSO 0%, 113 µM cGMP 100% | activation, % at 11.4 µM | 0.083% of 340,000 active;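 active = percent activation above the mean of all tested compounds plus 3 SD, cut at about 19% in these data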;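 note: higher means more PKAc released from R1A so a rise in polarization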
OPRM1-OPRD1 inv: mu-delta opioid heterodimer inverse agonism; cell-based MOR-DOR heterodimer luminescence; inhibition, % at 9.3 µM; P35372+P41143; AID 504357; 0.21% of 340,000 active; in the data active = inhibition above about 22%, passing the limit was not always enough;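 note: 0% = cells with DMSO and 100% = wells without cells with DMSO; values of inactives mirror those of a sister screen read the other way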
Ecoli viability: bacterial growth inhibition, counter-screen for AddAB inhibitors; E. coli V3065 growth, OD600 absorbance, 18 h; inhibition, % at 11.9 µM; 0.27% of 330,000 active; AID 449728;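 active = inhibition above the campaign's mean inhibition across all tested compounds plus 3 SD, cut at about 9.9% in these data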;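 note: uninfected addAB+ strain grown without phage in ampicillin broth; 0% = DMSO wells and 100% = ciprofloxacin 0.95 µg/ml wells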
AddAB inh: less growth of phage-infected E. coli with AddAB; E. coli expressing H. pylori AddAB, absorbance growth; inhibition, % at 11.9 µM; 0.29% of 330,000 active; AID 435030; in the data active = inhibition above about 12%;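 note: 0% = vehicle wells of infected cells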
phage Ecoli inh: E. coli growth loss with phage present | growth absorbance | inhibition, % at 11.9 µM | 0.26% of 360,000 active | AID 651602; in the data active = inhibition above about 11%
Arrestin-AP2 inh: inhibitors of human beta-arrestin and AP2 interaction. FITC-arrestin peptide / GST-AP2 beads, flow cytometry; AP2 beta2 appendage carries R879A mutation. AID 504490. inhibition, % at 10 µM. 0.31% of 340,000 active;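 active = inhibition above a set limit, near 3 SD of compounds lacking own fluorescence, cut at about 54% in these data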;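 note: plate controls were DMSO wells for no effect and 5 µM unlabelled arrestin peptide for full effect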
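Assay system: GST-AP2 R879A bound to glutathione beads, E. coli-expressed; Medium: PBS with 0.05% Tween 20 and 0.1% BSA; Also added: fluorescein-tagged arrestin peptide at 50 nM final; Timing: 12 min plus 1 h, RT; Measured by: flow cytometry, FL1 (488/535 nm); Evaluation: percent drop in bead-associated FITC signal.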
SUMO Mot1 rescue: blocks SUMOylation pathway, rescuing yeast Mot1-301 growth. S. cerevisiae Mot1-301 growth rescue, ATP luminescence, 38.5C; percent above DMSO median, 100 means doubled. growth rescue, % at 18.8 µM. 1% of 320,000 active. AID 2716;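 active = every valid replicate shows activation above 250% relative to neutral control wells; inactive = the rest, any valid replicate at or below 250%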;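 note: OY570 slx delta 5 strain wells were the positive control but not used for scaling; some compounds called inactive have numbers as strong as hits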
Pemphigus Ab inh: human desmoglein-3 autoantibody binding inhibition; AID 588358; binding (percent of control), % at 10 µM; 0.48% of 310,000 active; P32926; DSG3-coupled beads, scFv-anti-DSG3-GFP binding, flow cytometry; hits give low values;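 active = binding more than 3 SD below its plate's average and above zero; inconclusive = below that plate limit but binding exactly zero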;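 note: hits lower antibody fragment binding to DSG3; some compounds called inactive have numbers as strong as hits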
Target sequence (P32926 whole entry, looked up, the tested form may be a part): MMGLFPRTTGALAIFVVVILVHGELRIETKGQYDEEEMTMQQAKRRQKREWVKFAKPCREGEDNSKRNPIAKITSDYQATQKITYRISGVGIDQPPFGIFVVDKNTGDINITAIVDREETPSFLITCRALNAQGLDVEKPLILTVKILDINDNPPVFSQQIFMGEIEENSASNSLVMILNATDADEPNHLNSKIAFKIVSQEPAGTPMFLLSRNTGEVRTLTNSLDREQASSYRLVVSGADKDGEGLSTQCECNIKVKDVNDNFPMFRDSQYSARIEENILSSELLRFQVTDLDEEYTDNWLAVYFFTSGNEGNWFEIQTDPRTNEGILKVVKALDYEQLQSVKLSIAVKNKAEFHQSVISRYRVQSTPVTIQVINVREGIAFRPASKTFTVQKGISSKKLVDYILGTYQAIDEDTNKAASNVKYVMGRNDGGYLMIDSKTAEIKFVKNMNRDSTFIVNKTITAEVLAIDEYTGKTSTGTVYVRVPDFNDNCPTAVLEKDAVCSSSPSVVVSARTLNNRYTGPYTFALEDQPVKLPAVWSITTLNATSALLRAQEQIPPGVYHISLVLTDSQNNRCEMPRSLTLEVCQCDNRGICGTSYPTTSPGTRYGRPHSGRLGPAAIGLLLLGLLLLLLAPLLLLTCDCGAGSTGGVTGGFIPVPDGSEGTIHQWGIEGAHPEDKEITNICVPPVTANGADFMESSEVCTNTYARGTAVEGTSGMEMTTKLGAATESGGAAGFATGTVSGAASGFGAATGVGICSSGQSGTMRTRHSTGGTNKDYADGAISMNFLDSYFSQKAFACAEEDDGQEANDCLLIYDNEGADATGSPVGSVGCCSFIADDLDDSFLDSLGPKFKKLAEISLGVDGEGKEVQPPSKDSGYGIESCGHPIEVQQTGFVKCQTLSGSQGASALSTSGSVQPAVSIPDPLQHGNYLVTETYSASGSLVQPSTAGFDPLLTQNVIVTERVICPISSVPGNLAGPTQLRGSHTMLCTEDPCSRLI
PfHsp90 set2: growth inhibition of yeast expressing Plasmodium Hsp90; S. cerevisiae expressing PfHsp90, BacTiter-Glo ATP, 48 h; yeast lacking PDR1 and PDR3 efflux regulators; inhibition, % at 9.4 µM; 0.32% of 310,000 active;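 active = every replicate shows inhibition above about 80%, whatever the replicate mean, limit read from the data; inconclusive = mean inhibition reaches the set limit but some replicate falls short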;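 note: 0% = DMSO neutral controls and 100% = 20 µM radicicol positive controls; yeast relying on Plasmodium falciparum Hsp90 in place of its own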
OPRM1-OPRD1 ag: OPRM1-OPRD1 heterodimerization agonism | activation, % at 9.3 µM | 0.3% of 340,000 active | P35372+P41143 | cells, luminescence | AID 504326; in the data active = activation above about 18%;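 note: 0% = vehicle-treated cells and 100% = reference agonist; values of inactives mirror those of a sister screen read the other way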
Tat export inh: inhibitors of E. coli Tat protein transport; E. coli MC4100 TorA-mCherry Tat export, fluorescence; inhibition, % at 10 µM; 0.036% of 340,000 active;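 active = mean replicate inhibition at least 50% and at least half of replicates individually reaching 50%; inconclusive = only one of the two criteria met; inactive = neither criterion met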;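 note: exported cargo escapes ClpAP degradation while cytoplasmic cargo is degraded and loses fluorescence; 0% = median of neutral control wells and 100% = median of NaSCN control wells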
The depositor's hits bear a star; ? = inconclusive; . = not tested or not shown. Rows are unselected; about 2.8% have a hit in one of these screens.

no.	canonical_smiles	PKA-R1A activ	OPRM1-OPRD1 inv	Ecoli viability	AddAB inh	phage Ecoli inh	Arrestin-AP2 inh	SUMO Mot1 rescue	Pemphigus Ab inh	PfHsp90 set2	OPRM1-OPRD1 ag	Tat export inh
1	CS(=O)(=O)c1nc(S(=O)(=O)c2ccc(Cl)cc2)c(NCCCn2ccnc2)s1	12	3	1.9	3.7	-0.1	41	-1	97	10	-0.6	-5
2	O=C(CN1CCN(S(=O)(=O)c2ccc(Cl)s2)CC1)N1CCCCC1	4	-1	-0.5	-2.7	1.8	2	-9	100	.	0.2	-7
3	Cc1c(OCC(=O)NCc2cccnc2)ccc2c3c(c(=O)oc12)CCCC3	1	8	0.3	1.8	2.1	8	-17	102	-21	-1.5	1
4	Cc1cc(NC(=O)Cn2c(=O)oc3ccc(Cl)cc32)no1	-9	4	-2.3	-2.3	-1.7	-1	-9	99	-2	-0.7	16
5	S=C(Nc1ccc2nc(-c3ccccn3)c(-c3ccccn3)nc2c1)N1CCCCCC1	0	-4	-1.1	-0.8	1.9	27	12	81	-7	0.6	-3
6	Cn1c(=O)c2c(nc(SCc3cccnc3)n2Cc2ccccc2)n(C)c1=O	3	2	-1.3	-0.5	-1.4	-1	30	100	18	-0.3	-13
7	CCOC(=O)Cn1c(COc2ccccc2OC)[n+](C)c2ccccc21	.	.	-0.2	-0.3	-4.5	12	-2	95	.	.	.
8	COc1cc(Cl)c(C)cc1NC(=O)c1ccc2c(SCC(=O)O)c3c(nc2c1)CCCC3	3	-3	-2.4	-1.6	1.1	7	-13	99	-19	0.6	-11
9	CCOC(=O)c1[nH]cnc1C(=O)Nc1ccccn1	-4	2	-0.7	3.3	0.7	2	8	104	20	-0.3	17
10	Cc1cc(C)cc(NC(=O)C(=O)NCC2CCCN2S(=O)(=O)c2cccs2)c1 (centres undefined)	-3	-1	1.0	1.4	3.4	69*	388	97	.	0.3	-1
11	Cc1cc(C(=O)CSc2ccccc2)cc(C)c1O	-2	1	-1.4	-2.5	5.7	9	-9	107	-53	-0.1	5
12	Cc1cccc(NC(=O)c2c(C)nn(-c3ccccc3)c2Cl)c1	-12	-5	0.0	1.6	1.7	14	-4	105	16	1.1	1
13	COc1ccccc1NS(=O)(=O)c1cccc(NC(=O)NC2CCCCC2)c1	11	-13	1.7	5.1	2.8	10	-2	.	-29	2.8	-4
14	C[C@H](CO)N1C[C@H](C)[C@@H](CN(C)Cc2ccc(C(=O)O)cc2)Oc2ccc(NS(C)(=O)=O)cc2C1=O	1	4	-1.0	-0.2	2.4	14	10	100	25	-0.8	4
15	O=C(NCc1nnc2c(C(F)(F)F)cc(Cl)cn12)c1cccs1	6	14	2.7	2.2	1.3	56*	-11	109	-9	-2.7	-7
16	COc1ccc(Cl)cc1C(=O)NNC(=O)c1cccc([N+](=O)[O-])c1	1	14	2.1	1.3	0.3	30	34	94	12	-2.9	-1
17	CN(CC(=O)Nc1ccc(F)cc1)C(=O)CSc1ccc2c(c1)OCCO2	3	8	-2.3	1.1	-0.6	-8	1	93	1	-2.1	20
18	BrC(=C\c1ccccc1)/C=N/N1CCN(c2ccccn2)CC1	-10	12	-0.4	4.5	1.0	7	15	98	.	-2.4	-5
19	COc1ccc(-c2cc(C(=O)OCC(=O)N(C)C3CCS(=O)(=O)C3)c3ccccc3n2)cc1OC (centres undefined)	-10	7	0.9	0.3	2.4	28	.	99	-3	-1.4	3
20	CC(C(=O)Nc1ccccn1)c1ccccc1 (centres undefined)	-12	11	.	.	2.8	16	199	115	-2	-2.3	-5
21	COc1ccccc1N1CCN(Cc2cc3c(cc2O)OCO3)CC1	7	11	-0.4	3.6	2.6	-2	17	107	-6	-2.1	6
22	CC(=O)N/N=C/C1=CCC2CC1C2(C)C (centres undefined)	-2	10	5.2	0.4	2.9	26	-23	102	-4	-1.9	-5
23	O=C(Nc1ccc(F)cc1)C1CC(=O)N(Cc2ccco2)C1 (centres undefined)	8	26	-1.2	-0.2	3.1	-5	-3	105	-10	-5.1	?
24	CCOC(=O)NCc1ccc(S(=O)(=O)Nc2ccc(C)cc2)cc1	-15	-2	0.1	-2.6	1.1	6	-22	.	-7	0.4	2
25	Cc1nc2sc(-c3ccccc3)cc2c(=O)[nH]1	-4	4	1.1	2.0	4.8	2	83	97	6	-0.8	-7
26	CCn1nc(C)c(CNCc2cn[nH]c2-c2cc3ccccc3o2)c1C	-15	13	-0.1	0.1	0.5	-1	10	97	9	-2.5	4
27	CSc1cnn(-c2ccccc2)c(=O)c1SC	-11	6	0.8	-0.5	1.9	24	-2	97	22	-1.2	-8
28	N#C/C(=C/c1ccc(F)cc1)C(N)=S	-6	26	-1.5	-4.8	4.4	17	-16	83	-15	-5.2	-12
29	O=C(NC(=S)NCc1ccccc1)c1ccccc1F	-5	-7	-0.7	1.0	3.7	14	11	105	-12	1.6	-6
30	COc1ccc(S(=O)(=O)NCc2cc(-c3ccccc3Cl)no2)cc1	-4	0	0.4	2.1	3.6	-2	-1	99	3	0.0	9
31	CC(=O)OC(C)=O	-12	18	-1.9	0.0	2.3	18	-22	102	-31	-3.4	7
32	CCOc1ccc(-n2ccnc2SCC(=O)N2CCCc3ccccc32)cc1	-16	8	0.2	3.3	2.4	9	-10	99	-8	-1.5	-4
33	COc1cc(/C=C2/N=C(C3CCCCC3)OC2=O)cc(OC)c1OC	1	2	-0.3	0.2	3.2	5	0	100	-26	-0.3	9
34	Cc1ccc(OCC(=O)n2nc(C)cc2C)c(Br)c1	-5	-19	0.1	-0.1	1.4	-4	59	116	24	3.3	-4
35	O=C(Nc1cccnc1)/C(N=Nc1c(Cl)cccc1Cl)=C(\O)c1ccccc1	-13	13	-0.4	2.5	4.5	28	18	121	9	-2.3	3
36	CCc1nnc(NC(=O)Cc2ccc(OC)c(OC)c2)s1	-2	10	2.4	2.7	4.0	-22	.	97	-10	-2.0	-9
37	CCn1nc(C)c(/C=N/NC(=O)c2c[nH]c3ccccc23)c1C	-6	12	-0.5	1.6	3.5	-8	-13	117	18	-2.2	-12
38	CC(C)NC(=O)C(=O)NCCCOC(C)C	-3	6	2.8	0.8	1.7	2	.	75	1	-1.1	-1
39	CCN(CC(=O)Nc1ccc(NC(C)=O)cc1)C(=O)CCCc1nc2ccccc2s1	3	-3	0.9	0.4	3.2	10	-1	108	.	0.7	-6
40	COc1ccc(S(=O)(=O)NCCCCC(=O)O)cc1C(=O)O	-4	-1	0.6	1.8	2.3	-4	3	111	.	0.1	-8

Next part; the last 2 above are carried over.
no.	canonical_smiles	PKA-R1A activ	OPRM1-OPRD1 inv	Ecoli viability	AddAB inh	phage Ecoli inh	Arrestin-AP2 inh	SUMO Mot1 rescue	Pemphigus Ab inh	PfHsp90 set2	OPRM1-OPRD1 ag	Tat export inh
39	CCN(CC(=O)Nc1ccc(NC(C)=O)cc1)C(=O)CCCc1nc2ccccc2s1	3	-3	0.9	0.4	3.2	10	-1	108	.	0.7	-6
40	COc1ccc(S(=O)(=O)NCCCCC(=O)O)cc1C(=O)O	-4	-1	0.6	1.8	2.3	-4	3	111	.	0.1	-8
41	CCC(=O)Nc1cccc(C(=O)c2ccc(C)c(C)c2)c1	0	7	2.5	7.1	4.9	17	4	129	.	-1.4	9
42	S=C(NCc1ccc2[nH]c3c(c2c1)CCCC3)Nc1ccccc1Cl	-8	-33	-0.9	-1.1	1.0	17	-1	110	-66	6.0	13
43	Cc1cccc(OC(C)C(=O)N2CCc3ccccc3C2)c1 (centres undefined)	0	-5	-2.3	2.6	1.9	13	-14	118	-3	1.1	-4
44	O=S1(=O)CCN2C(Cc3ccc(SC(F)F)cc3)=CSC2=N1	-11	13	-1.1	-0.2	1.4	-58	-16	107	0	-2.7	-1
45	CCN(N=O)[C@@H](Cc1ccccc1)CN(N=O)[C@@H](Cc1ccccc1)CN(C)N=O	-15	6	-1.6	-0.4	0.9	11	48	105	14	-1.1	1
46	CC(C)(C)NC(=O)C(c1cccs1)N(CC1CCCO1)C(=O)c1ccc(-c2ccccc2)[nH]1 (centres undefined)	4	-10	0.3	0.9	4.2	6	5	102	1	1.9	4
47	COCCCNc1cc(C)nc2ccccc12	-5	7	-1.7	2.7	-0.8	8	-3	92	-6	-1.3	0
48	CSCC[C@H](NC(=O)c1ccc(Br)o1)c1nnc2ccccn12	2	6	1.4	2.7	1.7	44	-18	94	3	-1.1	-2
49	NS(=O)(=O)c1ccc(NC(=O)COC(=O)CC2Sc3ccccc3NC2=O)cc1 (centres undefined)	-7	0	-0.9	-3.6	2.5	36	7	.	.	0.1	0
50	C/C(=N\Nc1ccc(F)cc1)c1ccc(N2CCOCC2)c(F)c1	-3	4	-2.7	1.4	3.1	1	40	99	7	-0.8	-7

Copied from the list:
#50 in Arrestin-AP2 inh shows 1
#46 in OPRM1-OPRD1 inv shows -10
